PV pol inh: inhibitors of poliovirus RNA polymerase binding and polymerization | 150,000 tested, 0.66% active | AID 588519 | P03300 | % elongation, % (compound at 16.7 µg/mL) | poliovirus polymerase elongation, fluorescence polarization; active compounds read low; in the data active means % elongation below about 90%; further: some results filed as inactive read as strong as hits
Target sequence (P03300 1749-2209 limits assumed): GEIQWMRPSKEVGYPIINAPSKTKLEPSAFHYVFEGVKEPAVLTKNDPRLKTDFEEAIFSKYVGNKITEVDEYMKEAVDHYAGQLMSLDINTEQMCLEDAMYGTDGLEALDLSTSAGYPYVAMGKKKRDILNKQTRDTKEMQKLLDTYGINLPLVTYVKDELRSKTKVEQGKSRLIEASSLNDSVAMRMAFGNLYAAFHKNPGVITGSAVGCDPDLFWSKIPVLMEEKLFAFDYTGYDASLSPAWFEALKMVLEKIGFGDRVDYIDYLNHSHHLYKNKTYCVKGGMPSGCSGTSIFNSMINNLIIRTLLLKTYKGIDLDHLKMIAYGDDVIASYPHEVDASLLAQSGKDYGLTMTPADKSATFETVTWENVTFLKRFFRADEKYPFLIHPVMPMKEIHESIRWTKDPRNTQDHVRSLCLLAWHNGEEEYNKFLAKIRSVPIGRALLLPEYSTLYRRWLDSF
PV pol inh FP z-score: recorded beside PV pol inh, whose call it bears; z-score; measured here: FP z-score; hits read low
Starred values were filed as active, the others as inactive. These rows are one share of the data. The share of hits here may be higher or lower than overall.

Order of results – PV pol inh, PV pol inh FP z-score
CC(=O)O[C@H]1CC[C@@]2(C)C(=CCC3C2CC[C@]2(C)C(=O)CCC32)C1 (some centres undefined)
→ 100.0, 0.1
O=C(Nc1cccc(-c2nnc(-c3ccco3)o2)c1)C(c1ccccc1)c1ccccc1
→ 105.0, 0.2
CCc1ccccc1NS(=O)(=O)c1ccc2[nH]cc(C(=O)NCC3CCCO3)c(=O)c2c1 (centres undefined)
→ 100.0, -0.8
CC(=O)N1CCc2cc(S(=O)(=O)NC(Cc3ccccc3)C(=O)NCc3ccccc3Cl)ccc21 (centres undefined)
→ 101.0, -0.4
O=C(CCn1c(=O)c2cccn2c2cccnc21)N1CCN(c2ccc(F)cc2)CC1
→ 113.0, 1
N#CCCn1cc(/C=N/NC(=O)c2ccncc2)c(-c2ccc(F)cc2)n1
→ 105.0, 0.4
CCc1ccc(Nc2ncnc3sc(C)cc23)cc1
→ 101.0, 0
O=C(Nc1ccccc1)NC1CS(=O)(=O)CC1NC(=O)Nc1ccccc1 (centres undefined)
→ 103.0, 0.2
COc1ccc(-n2c(=O)c3ccccc3n(Cc3cccc(C)c3)c2=O)cc1
→ 109.0, 0.8
CCOC(=O)c1[nH]c2c(c1Cc1ccccc1C)C(=O)CC(c1ccccc1)C2 (centres undefined)
→ 102.0, -1
CCC(C)NC(=O)CN1C(=O)c2cccnc2Oc2ccc(C)cc21 (centres undefined)
→ 100.0, -0.4
CCc1cccc(NS(=O)(=O)c2ccc3c(c2)CCC(=O)N3)c1
→ 102.0, 0.3
C/C(=C/C(=O)C(F)(F)C(F)F)Nc1ccccc1
→ 97.0, -1
CC(=O)c1ccc(NC(=O)C2CCN(c3nnc(C)c4c(C)n(-c5ccccc5)nc34)CC2)cc1
→ 98.0, -2.1
CCc1ccc(CNC(=O)CN2C(=O)CCn3nc(-c4cn(C)c5ccccc45)cc32)cc1
→ 100.0, -1.7

Whole records as entered above. Order of values: PV pol inh, PV pol inh FP z-score
`CCc1ccccc1NS(=O)(=O)c1ccc2[nH]cc(C(=O)NCC3CCCO3)c(=O)c2c1` (centres undefined) is listed with 100.0, -0.8
`CCc1cccc(NS(=O)(=O)c2ccc3c(c2)CCC(=O)N3)c1` is listed with 102.0, 0.3

Carrying on:
Order of results – PV pol inh, PV pol inh FP z-score
Cc1ccc(S(=O)(=O)CC(=O)Nc2nc3c(C)cc(C)cc3s2)cc1
→ 109.0, 0.5
CCCn1c(=O)n(C)c(=O)c2c(SCC(=O)N3CCCC3=O)nc(C(C)C)nc21
→ 93.0, -0.5
CCOc1ccc(CNC(=O)c2ccc(NC(=O)c3nsc4ccccc34)cc2)cc1
→ 109.0, 0.4
CCC(C)NC(=O)Cn1ccc2cc(S(=O)(=O)N3CCCCCC3)ccc21 (centres undefined)
→ 100.0, -1.8
CN1CCN(Cc2ccc(O)c3ncccc23)CC1
→ 126.0, 3.8
CCN(CC)S(=O)(=O)c1cccc(C(=O)OCC(=O)Nc2cccc(C#N)c2)c1
→ 105.0, 0.3
CC1(C)CC(=O)c2c(Nc3ccccc3)noc2C1
→ 101.0, -0.4
CN(CC(O)COCc1ccccc1F)C1CCCCC1 (centres undefined)
→ 101.0, -0.2
CCOc1ccccc1NC(=O)N1CCCn2nc(C)cc21
→ 108.0, 0
Cc1ccc(S(=O)(=O)c2cn(CC(=O)Nc3ccccc3)c3cc4c(cc3c2=O)OCO4)cc1
→ 101.0, -1.6
COc1ccc(/C=C2\CCc3ccccc3C2=O)cc1COc1ccc(F)cc1
→ 103.0, 0.4
CCC(C)NC(=O)c1ccc(CS(=O)Cc2ccc(C)cc2)o1 (centres undefined)
→ 102.0, 0.1
CCOc1ccc(CCNC(=O)c2ccc(-c3nc(CSc4ccc(C)cc4)c(C)o3)cc2)cc1
→ 110.0, 0.5
CC(C)(C)CC(C)(C)NC(=O)Nc1cccc(Cl)c1
→ 100.0, -0.3
Cc1cc(C(F)(F)F)nc2sc(C(=O)c3cccc(Cl)c3)c(N)c12
→ 95.0, -1.5
CCOC(=O)N1CCN(C(=O)c2ccc(S(=O)(=O)c3ccc(C)cc3)c(NC(C)=O)c2)CC1
→ 102.0, 0.5
Cc1onc(C(=O)NN)c1-c1csc(COc2ccc(Cl)cc2)n1
→ 107.0, 0.6
COc1ccc2c(CNCC3CCCO3)c(C(=O)O)n(Cc3ccc(C)cc3)c2c1 (centres undefined)
→ 101.0, -0.4
O=C1NN=C(c2ccccc2)CC1c1c[nH]c2ccccc12 (centres undefined)
→ 102.0, 0.1
CCOc1ccc(Cn2c(CNS(=O)(=O)c3ccc(CC)cc3)nc3cccnc32)cc1
→ 107.0, -0.1
Cc1cc(=O)oc2c(/C=N\NC(=O)c3ccc(Br)cc3O)c(O)ccc12
→ 107.0, 2.6
COc1ccc(Cn2c(SCC#N)nc3ccc(N4CCOCC4)cc3c2=O)cc1
→ 98.0, -1.5
Cc1c(Cl)cccc1Nc1nn2c(=O)c3ccc(C(=O)NCCC4=CCCCC4)cc3nc2s1
→ 102.0, -1.2
CSc1ccccc1NC(=O)CN(C)CC(=O)N1CCN(C(=O)c2ccco2)CC1
→ 100.0, -0.2
CC1(C)CC(=O)C/C(=N\Nc2n[nH]c(=O)[nH]c2=O)C1
→ 101.0, 0
Cc1ccc2nc(Nc3nccc(C)n3)nc(C)c2c1
→ 104.0, -0.1
Cc1cc(C)c2c(c1)OCN(Cc1ccc(Cl)cc1)C2
→ 103.0, 0.3
COc1ccc(CNC(=O)CC2CCCCC2)cc1
→ 100.0, -0.5
COc1ccccc1CCNC(=O)c1nccnc1C(=O)O
→ 101.0, -0.2
CSc1cccc(NC(=O)CSc2nc3ccncc3[nH]2)c1
→ 98.0, -1.5
Cc1cc2oc(C(=O)N(Cc3ccc(N(C)C)cc3)CC3CCCO3)c(C)c2cc1C (centres undefined)
→ 106.0, -0.2
Cc1cccc(-c2noc(-c3ccc(NC4CCCC4)c([N+](=O)[O-])c3)n2)c1
→ 108.0, 0
O=C(Nc1ccc(-c2cn3ccsc3n2)cc1)c1ccc2c(=O)n3c(nc2c1)CCCCC3
→ 103.0, 0
Cc1ccc(CN(C)c2nc(-c3cccnc3)nc3sc4c(c23)CCCC4)o1
→ 106.0, 0.8
N#C/C(=C\c1ccc(Sc2nc3ccccc3[nH]2)o1)c1ccccc1
→ 116.0, 2.9
COc1ccc(CNC(=O)c2cnc(N3CCOCC3)c3ccccc23)cc1
→ 108.0, 0.2
CCOc1cc(/C=C/C(=O)O)ccc1OCc1ccccc1
→ 102.0, 0
CCOC(=O)c1c(C)[nH]c(CCC(=O)Nc2ccc(OC)c(OC)c2)c1C
→ 108.0, -0.1
COc1cccc(OCC(=O)Nc2ccncc2)c1
→ 101.0, -0.5
CCOC(=O)/C(C#N)=C\c1cccn1C
→ 104.0, 0.8
Cc1ccc(CNC(=O)c2ccc3c(c2)n(C)c(=O)c(=O)n3C)cc1
→ 106.0, 0.8
O=C(CCS(=O)(=O)Cc1ccccc1)Nc1cccnc1
→ 100.0, -0.6
CN1C(=O)COc2ccc(C(=O)c3ccccc3C(=O)O)cc21
→ 97.0, -0.3
COC(=O)c1ccc(C(=O)OC)c(NC(=O)c2cnn3c(C(F)F)cc(-c4ccc(C)cc4)nc23)c1
→ 104.0, 0.1
CCOc1ccccc1N(C)C(=O)c1cc(S(=O)(=O)NCc2ccc(C)cc2)ccc1F
→ 105.0, -0.7
O=C(Nc1ccccc1O)c1sc2ccccc2c1Cl
→ 102.0, 0.1
CCOC(=O)c1cccc(NC(=O)CSc2ncc3c(n2)-c2ccccc2N(C)S3(=O)=O)c1
→ 115.0, 0.6
COC(=O)c1cc(OC)c(OC)cc1NC(=O)c1ccc2c(=O)n3c(nc2c1)CCCCC3
→ 100.0, 0.3
COc1ccccc1NC(=O)Cn1c(=O)n(-c2cccc(C(C)=O)c2)c(=O)c2c3c(sc21)CN(C(C)=O)CC3
→ 110.0, 1.5
CCC(C(=O)NCc1ccccc1OC)n1nc(C)n2c(cc3occc32)c1=O (centres undefined)
→ 106.0, 0
COc1ccc(C2SCC(=O)N2CCN2CCCCC2)cc1OC (centres undefined)
→ 101.0, -0.2
CCCCC1(C(=O)OC)NC(c2ccc(O)cc2)C2C(=O)N(c3ccccc3)C(=O)C21 (centres undefined)
→ 100.0, -0.5
O=C(CSc1n[nH]c(-c2ccccc2)n1)N1CCCCC1
→ 109.0, 0.2
COC(=O)c1nnn(-c2nonc2N)c1CSc1ccccn1
→ 99.0, -0.2
COc1ccc(NC(=O)CSc2nnc(N)n2CC(=O)Nc2ccc(OC)cc2)cc1
→ 101.0, 0.1
Cn1c(=O)c2cc(Br)ccc2n(C)c1=O
→ 102.0, -0.1
O=C(Sc1ccc(Cl)cc1)c1ccno1
→ 96.0, -1.2
COC(=O)c1ccc2c(=O)[nH]c(CSc3nnc(N)s3)nc2c1
→ 103.0, 0
CNC(=S)N/N=C(\C)c1cccc(C(F)(F)F)c1
→ 99.0, -0.3
COc1ccc(S(=O)(=O)N2CCC(C(=O)NC(c3nc4ccccc4[nH]3)C(C)C)CC2)cc1 (centres undefined)
→ 104.0, 0.1

Random excerpt: five records from the list
Order of results – PV pol inh, PV pol inh FP z-score
COc1ccccc1NC(=O)Cn1c(=O)n(-c2cccc(C(C)=O)c2)c(=O)c2c3c(sc21)CN(C(C)=O)CC3
→ 110.0, 1.5
CNC(=S)N/N=C(\C)c1cccc(C(F)(F)F)c1
→ 99.0, -0.3
CCCCC1(C(=O)OC)NC(c2ccc(O)cc2)C2C(=O)N(c3ccccc3)C(=O)C21 (centres undefined)
→ 100.0, -0.5
O=C(Nc1ccccc1O)c1sc2ccccc2c1Cl
→ 102.0, 0.1
O=C(CSc1n[nH]c(-c2ccccc2)n1)N1CCCCC1
→ 109.0, 0.2

(cont.)
Order of results – PV pol inh, PV pol inh FP z-score
CC(C)c1ccc(-c2csc3nc[nH]c(=O)c23)cc1
→ 100.0, -1
O=S(=O)(/C=C/c1ccccc1)N1C=Cc2ccccc2C1c1c[nH]c2ccccc12 (centres undefined)
→ 97.0, -0.9
CC(=O)Nc1ccc(N2COc3ccc(Cl)cc3C2)cc1
→ 104.0, 0.5
Cc1ccccc1OCc1nnc(SCc2cc(=O)c3ccccc3[nH]2)n1C
→ 107.0, 0.2
CCC(C(=O)N1CCN(c2ccc(OC)cc2)CC1)n1nc(C)n2c(cc3occc32)c1=O (centres undefined)
→ 108.0, 0.3
COC(=O)CSC1=C(C#N)C(=O)NC(c2ccc(O)c(OC)c2)S1 (centres undefined)
→ 99.0, -0.4
CC(C)c1ccc(N2C(=O)CSC23C(=O)N(C)c2ccccc23)cc1 (centres undefined)
→ 103.0, -0.4
CC(=O)Nc1ccc2c(c1)nc(CN1CCCCC1)n2C
→ 99.0, -0.4
CCCC12CCC(O)(CC1)C/C2=N\NS(=O)(=O)c1ccc(C)cc1
→ 100.0, 0
O=C(NC(=S)Nc1ncn[nH]1)c1ccccc1
→ 103.0, 0.3
Cc1ccc(NC(=O)CSC2=NN3CCS(=O)(=O)N=C3S2)c(C)c1
→ 103.0, -0.5
CCOC(=O)C(Sc1nnc(-c2cc(OC)cc(OC)c2)o1)c1ccccc1 (centres undefined)
→ 100.0, -0.4
c1ccc(Cn2c(CSc3nnnn3C3CCCCC3)nc3ccccc32)cc1
→ 102.0, 0
COc1ccc(Br)cc1CN(C)C(C)C(=O)N1CC(C)OC(C)C1 (centres undefined)
→ 104.0, 0.3
Cc1[nH]c2ccccc2c(=O)c1CN1CCCCCC1
→ 102.0, 0

Looked up above.
O=C1NN=C(c2ccccc2)CC1c1c[nH]c2ccccc12 (centres undefined) in PV pol inh is entered as 102.0
CN1C(=O)COc2ccc(C(=O)c3ccccc3C(=O)O)cc21 in PV pol inh is entered as 97.0

Continuation.
Order of results – PV pol inh, PV pol inh FP z-score
Cc1ccc(Cl)cc1NC(=O)CCCN1C(=O)CCn2nc(-c3cn(C)c4ccccc34)cc21
→ 108.0, 0.3
O=C(CSc1nnc(COc2ccccc2)o1)NCc1ccccc1
→ 101.0, -0.2
Cc1noc(/C=C/c2ccccc2F)c1S(=O)(=O)N1CCC(C(=O)NCc2ccco2)CC1
→ 102.0, -1.1
COc1cccc(C(=O)Nc2cccc(-c3cn4c(C)csc4n3)c2)c1OC
→ 105.0, -0.5
COC(=O)c1ccc(C=Nc2ccc3oc(-c4ccc(C)cc4)nc3c2)cc1
→ 103.0, 0.3
CCOc1ccc(NC(=O)[C@H](C(C)CC)N2Cc3ccccc3C2=O)cc1 (some centres undefined)
→ 102.0, 0.1
Cc1cc(C)n(CCc2nc3c4ccccc4nc(=S)n3[nH]2)n1
→ 104.0, 0.6
CCOc1ccccc1COC(=O)Cc1coc2cc(O)ccc12
→ 105.0, 0.1
CC(=O)OCC(=O)[C@@]12OC(C)(C)O[C@@H]1C[C@H]1[C@@H]3C[C@H](F)C4=CC(=O)C=C[C@]4(C)[C@@]3(F)[C@@H](O)C[C@@]12C
→ 101.0, 0.1
COC(=O)c1ccc(NS(=O)(=O)c2ccc3c(c2)CC(C)N3C(=O)C2CCC2)cc1 (centres undefined)
→ 101.0, 0
Cc1cc(=O)oc2cc(OCC(=O)c3ccccc3F)ccc12
→ 101.0, 0
CCCCN1C(=O)CN(CCc2ccccc2)C(=O)C1c1ccc(OC)cc1 (centres undefined)
→ 99.0, -0.4
O=C(c1ccc(N2CCOCC2)nc1)N1CCN(C(c2ccccc2)c2ccccc2)CC1
→ 103.0, 0.5
O=C(O)c1ccc(-n2nnnc2SCc2ccccc2F)cc1
→ 99.0, -1.2
O=C(Nc1ccc(Cl)cc1)c1c[nH]n2c(=O)cc(C3CCNCC3)nc12
→ 100.0, -1.1
COC(=O)c1ccc(CSc2nc3ccccc3c(=O)n2C(C)c2ccccc2)o1 (centres undefined)
→ 100.0, -0.6
CCCCNC(=O)CCC1N=C2c3ccccc3N=C(SCC(=O)NCCc3ccc(OC)c(OC)c3)N2C1=O (centres undefined)
→ 105.0, -0.4
CCOC(=O)c1cn(C)c2ccccc2c1=O
→ 105.0, 0.8
CSc1nc(NS(=O)(=O)c2cc(Cl)sc2Cl)nn1C
→ 101.0, -0.1
CCCOC(=O)c1cccc(Nc2nc(C(=O)OCC)nc3ccccc23)c1
→ 101.0, -1.3
COc1ccc(Cn2c(SCC(=O)N(C)Cc3ccccc3)nc3ccccc32)cc1
→ 113.0, 1.3
CCn1c2ccccc2c2nnc(N3CCN(c4ccc(OC)cc4)CC3)nc21
→ 104.0, -0.4
Cc1cccn2cc(CNS(=O)(=O)c3cccc(F)c3)nc12
→ 104.0, 0.4
